# Mdm2-MdmX inh: inhibitors of human Mdm2/MdmX interaction; 330,000 compounds, 3% hits; inhibition, % at 8 µM; O15151+Q00987; SaOS-2 split-luciferase Mdm2/MdmX complementation, luminescence;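 active = inhibition of at least 50% at 8 µM in the primary screen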
# Gli-Sufu block: antagonists of Gli-Sufu signaling; inhibition, % at 5 µM; 340,000 compounds, 0.74% hits; Sufu-KO-LIGHT fibroblasts, Gli luciferase reporter luminescence;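 active = inhibition above about 55%, limit read from the data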;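 note: 0% = DMSO-treated cells and 100% = wells with medium but no cells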
# CXCR6 inh: blocks human CXCR6 beta-arrestin recruitment; AID 602244; CHO-K1 PathHunter CXCR6 beta-arrestin, luminescence; inhibition, % at 20 µM; 360,000 compounds, 0.36% hits; in the data active = inhibition above about 34%, passing the limit was not always enough;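 note: antagonist mode with CXCL16 agonist at 10 nM final; 0% = 10 nM CXCL16 with DMSO and 100% = unstimulated wells without agonist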
# Target sequence (O00574 whole entry, looked up): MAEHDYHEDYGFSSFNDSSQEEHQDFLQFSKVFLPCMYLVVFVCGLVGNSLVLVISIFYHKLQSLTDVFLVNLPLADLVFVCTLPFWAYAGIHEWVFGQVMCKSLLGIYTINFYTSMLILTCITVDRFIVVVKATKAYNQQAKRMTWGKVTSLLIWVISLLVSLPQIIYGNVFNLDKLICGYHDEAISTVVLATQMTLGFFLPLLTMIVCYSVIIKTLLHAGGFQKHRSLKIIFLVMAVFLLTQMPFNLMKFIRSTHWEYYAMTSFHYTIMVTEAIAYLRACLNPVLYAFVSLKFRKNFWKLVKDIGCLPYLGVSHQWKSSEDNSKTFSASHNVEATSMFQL
# XBP1 UPR activ: activators of adaptive arm of unfolded protein response (XBP1); CHO-XBP1 luciferase reporter, IRE1-XBP1 UPR activation, luminescence; percent of tunicamycin response, DMSO as zero; activation, % at 20 µM; 330,000 compounds, 0.33% hits; AID 463104;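 active = versus positive control, 20 µM dose yields 30% or more activation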;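 note: 100% = tunicamycin at 10 µg/mL and 0% = DMSO only wells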
#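 Assay system: CHO-XBP1 luciferase reporter cells; Schedule: 6 h treatment, 37 °C; Detection: glow luminescence from Steady-Glo reagent; Benchmarks: high control tunicamycin 10 µg/mL final, low control DMSO vehicle only.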
# Jurkat NFkB inh: inhibitors of the PMA/ionomycin-induced NF-kB reporter in Jurkat cells | PMA/ionomycin-induced NF-kB luciferase reporter, luminescence | inhibition, % at 4 µM | 330,000 compounds, 0.53% hits; in the data active = inhibition above about 50%
# CHOP UPR activ: activators of apoptotic arm of unfolded protein response (CHOP); CHO-CHOP luciferase reporter, UPR activation, luminescence; percent of tunicamycin response over DMSO baseline; activation, % at 10 µM; 330,000 compounds, 0.34% hits;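 active = at 10 µM dose, activation of 40% or more, normalized to positive control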;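 note: 100% = tunicamycin at 10 µg/mL and 0% = DMSO alone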
#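 Evaluation: % reporter activation, DMSO baseline versus tunicamycin full activation; System: CHO-CHOP luciferase reporter cell line; Input: 500 cells/well; Incubation: 6 h compound treatment, 37 °C; Measured by: Steady-Glo luciferase luminescence; Dosing: one dose, 10 µM in 0.5% DMSO; Buffer or medium: F12 medium, 10% FBS; Benchmarks: positive tunicamycin 10 µg/mL, negative DMSO alone.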
# CCR6 antagonist: CCR6 (human) receptor antagonism; P51684; CHO-K1 CCR6 PathHunter beta-arrestin, luminescence, CCL20-stimulated; inhibition, % at 20 µM; 340,000 compounds, 0.49% hits; AID 493098;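 active = compounds whose inhibition of the agonist-driven luminescence signal at 20 µM reaches about 50%, limit read from the data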;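 note: cells stimulated with CCL20 at 14 nM final; plate controls were DMSO with CCL20 for no effect and DMSO without agonist for full effect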
# Target sequence (P51684 whole entry, looked up): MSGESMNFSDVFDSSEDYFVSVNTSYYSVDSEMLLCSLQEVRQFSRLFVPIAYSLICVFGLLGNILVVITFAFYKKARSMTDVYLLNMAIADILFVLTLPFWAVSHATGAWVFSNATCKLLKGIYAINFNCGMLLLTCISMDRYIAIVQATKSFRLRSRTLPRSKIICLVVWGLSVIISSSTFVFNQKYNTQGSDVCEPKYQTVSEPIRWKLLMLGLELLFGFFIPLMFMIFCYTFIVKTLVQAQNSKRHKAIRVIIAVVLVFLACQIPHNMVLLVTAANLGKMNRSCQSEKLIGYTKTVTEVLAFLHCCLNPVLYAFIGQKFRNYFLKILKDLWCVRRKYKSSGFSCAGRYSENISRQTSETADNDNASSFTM
# 697 NFkB inh: lowers PMA/ionomycin-induced NF-kB signal in 697 B cells; 697 B-cell NF-kB luciferase reporter, 16 h; inhibition, % at 4 µM; 330,000 compounds, 0.33% hits; in the data active = inhibition above about 35%
# EBI2 antag: antagonists of human EBI2 receptor; P32249; EBI2 beta-arrestin recruitment, luminescence, 7a,25-OHC stimulated; inhibition, % at 5 µM; 360,000 compounds, 0.81% hits; AID 651636; in the data active = inhibition above about 38%;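 note: enzyme fragment complementation signal reports receptor beta-arrestin coupling in cells; 0% = agonist plus DMSO wells and 100% = wells without agonist; some results beyond the cut were filed as inactive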
# Target sequence (P32249 whole entry, looked up, the tested form may be a part): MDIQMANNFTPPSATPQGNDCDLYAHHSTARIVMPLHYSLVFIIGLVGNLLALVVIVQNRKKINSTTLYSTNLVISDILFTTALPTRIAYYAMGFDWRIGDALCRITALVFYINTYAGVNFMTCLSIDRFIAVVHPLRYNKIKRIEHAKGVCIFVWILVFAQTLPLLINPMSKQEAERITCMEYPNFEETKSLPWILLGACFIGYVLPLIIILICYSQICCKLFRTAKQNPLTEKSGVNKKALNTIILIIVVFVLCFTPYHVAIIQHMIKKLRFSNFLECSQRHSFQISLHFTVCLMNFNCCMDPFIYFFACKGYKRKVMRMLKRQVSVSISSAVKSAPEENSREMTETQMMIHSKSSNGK
# * = called active by the depositor; i = inactive; nt = not tested or not shown. Outcome played no part in choosing rows; about 5% have a hit in one of these screens.
SMILES,Mdm2-MdmX inh,Gli-Sufu block,CXCR6 inh,XBP1 UPR activ,Jurkat NFkB inh,CHOP UPR activ,CCR6 antagonist,697 NFkB inh,EBI2 antag
O=C(c1ccco1)N1CCN(CC(O)COc2ccc3oc4ccccc4c3c2)CC1 (stereo unspecified),10,6,-2,-6,8,0.5,0,-15,-23
CC1=C(C(=O)Nc2ccc(Cl)cc2)C(c2ccco2)NC(=O)N1 (stereo unspecified),1,-1,3,-1,-3,1.2,-1,14,-2
Cc1ccc(SCC(=O)NCc2ccc(F)cc2)cc1,37,7,4,-3,3,-1.0,3,8,30
COC1(c2cc(-c3ccccc3)nc(N)n2)CCCCC1,4,-5,-2,-1,7,-0.5,15,-1,-1
S=c1[nH]nc(Cc2c[nH]c3ccccc23)o1,30,1,-7,1,-28,-1.7,9,7,-3
CC1(C)CC(=O)C(C=Nc2ccc3[nH]ncc3c2)=C(O)C1,19,1,-19,6,15,1.4,10,-15,-7
CC1CCN(C(=O)C2CCN(S(=O)(=O)c3ccc(-n4cnnn4)cc3)CC2)CC1,17,-11,-9,-4,24,-1.6,3,12,-6
Cc1cccc(N(C(=O)c2snc(C(N)=O)c2N)C(C(=O)NCC2CCCO2)c2ccc3ncccc3c2)c1 (stereo unspecified),-13,-16,2,-5,-20,2.5,-5,-6,12
CCCCn1c(N)c(N(CC(C)C)C(=O)c2cc(C)nc3ccccc23)c(=O)[nH]c1=O,10,-2,-6,-1,-8,-1.3,9,3,-6
Cc1nc2ccccc2c(=O)n1CCCN1CCOCC1,30,-2,-1,2,-4,1.8,-5,-25,4
CC(=O)NC1C(Oc2ccc(C)cc2)OC2COC(c3ccco3)OC2C1O (stereo unspecified),1,-1,0,0,0,2.4,-8,-10,-7
COc1ccccc1OCCOc1ccc(/C=C2\C(=N)N3N=C(S(C)(=O)=O)SC3=NC2=O)cc1,11,6,6,-2,-1,-1.6,10,2,-9
C=CCNC(=O)NC(=O)Cn1c(=O)c2c(ncn2CC)n(Cc2ccccc2)c1=O,6,-5,8,-1,-11,-0.4,0,10,0
C#CCNC(=O)C1=C[C@H](c2coc3ccccc3c2=O)[C@@H](CCCO)[C@H](OCC)O1,-8,-1,3,1,8,2.7,2,19,-18
CC(C)(O)CN(C(=O)c1ccc([N+](=O)[O-])cc1)C1CCCC1,nt,-11,-4,nt,nt,nt,-1,nt,-8
CCOC(=O)C1=C(NC(=S)NC(=O)c2ccccc2)c2ccccc2CC1C(C)C (stereo unspecified),96*,0,7,-2,-29,0.1,24,i,-6
COc1ccc(/C=N/NC(=O)c2ccc(NC(=O)c3ccccc3Br)cc2)cc1,4,-2,1,-1,20,-1.0,16,9,3
CCCCCn1c(CN2CCN(C(=O)c3ccco3)CC2)nc2c1c(=O)n(C)c(=O)n2C,7,12,6,-1,-3,0.2,-2,-3,-3
O=C(Nc1ccc(OC(F)F)c(Cl)c1)c1ccccn1,-136,-109,0,-3,-176,0.8,10,-160,-13
COC(=O)[C@H](CCSC)NC(=O)Nc1ccc(OC)c(Cl)c1,30,5,1,1,12,-1.7,8,8,-24
CCC(CO)Oc1cc(NC(=O)c2cccc(OC)c2)c2ncn(C(C)C)c2c1 (stereo unspecified),5,-4,-4,-1,0,-2.0,-9,8,-1
Cc1ccc(NC(=O)C2CC(=O)NC(N3CCCCC3)=N2)cc1Cl (stereo unspecified),6,3,-4,1,2,0.7,0,-5,-3
Cc1cc(SCC(=O)N/N=C/c2ccc(O)cc2O)c(C)cc1Br,61*,9,-2,-2,5,-2.2,-1,-29,0
CCOCCCNC(=O)/C=C1\Sc2ccccc2N(Cc2ccccc2F)C1=O,14,-14,5,0,13,2.2,-2,-2,13
CCN1CCN(C(c2ccc(OC)cc2)C(O)C(=O)c2c[nH]c3ccccc23)CC1 (stereo unspecified),15,24,-1,0,-10,-1.3,4,15,1

# New compounds follow
SMILES,Mdm2-MdmX inh,Gli-Sufu block,CXCR6 inh,XBP1 UPR activ,Jurkat NFkB inh,CHOP UPR activ,CCR6 antagonist,697 NFkB inh,EBI2 antag
O=C(NC1CCCCC1)C(c1cccnc1)N(C(=O)CCl)c1cccc(Cl)c1 (stereo unspecified),100*,0,-8,-6,-29,9.4,-8,-145,-19
COc1ccc(N(CC(=O)NCc2ccco2)S(C)(=O)=O)cc1OC,8,1,4,0,-12,1.0,5,7,-2
Cn1c(=O)c2c(SCCN3CCOCC3)nc(C3CCCC3)nc2n(C)c1=O,17,8,5,-1,12,0.3,6,14,6
O=C(NCC1CCCO1)c1nn2c(C(F)(F)F)cc(-c3cc(Br)cs3)nc2c1Br (stereo unspecified),21,-16,2,42*,-6,6.4,-3,4,10
CN(C(=O)CSc1nnc(-c2ccco2)o1)C1CCCCC1,-14,15,2,1,-14,2.3,-7,-6,-7
COc1ccc(NS(=O)(=O)c2cccc(C(=O)N/N=C(\C)c3cccnc3)c2)cc1,19,-2,8,-1,-4,-1.2,0,17,-7
COc1ccc(NC(=O)COC(=O)c2c(F)cccc2Cl)cc1OC,-43,nt,nt,0,-16,4.8,nt,5,nt
Cc1ccc(C(=O)N/N=C/c2ccc([N+](=O)[O-])s2)cc1,22,-29,-4,-11,64*,-8.9,5,38*,9
Cc1ccc2c(c1)C1CN(C)CCC1N2C(=O)c1ccccc1NS(=O)(=O)c1ccc(F)cc1 (stereo unspecified),-17,4,-11,0,13,-1.6,1,-7,4
O=C(CSc1nccn1-c1ncc(C(F)(F)F)cc1Cl)c1ccc(Br)cc1,22,7,80*,6,-54,5.9,74*,-29,2
CC(C)(C)c1ccc(C(=O)NCC(=O)O)cc1,-12,5,-8,4,-13,-0.5,-2,-4,4
Cc1ccc(C)c(NC(=O)CN(C)C(=O)c2ccc(-n3cncn3)c([N+](=O)[O-])c2)c1,-4,-6,-6,0,4,1.4,-3,-1,-2
CCOC(=O)/C=c1/s/c(=C/c2ccccc2OC)c(=O)n1CC(=O)N1CCOCC1,nt,4,-2,nt,nt,nt,12,nt,0
COc1ccc(C(=O)Nc2ccc(-c3nnn(CC(=O)N4CCN(C(=O)c5ccco5)CC4)n3)cc2)cc1,-26,2,9,-5,-2,0.7,7,10,-1
Cc1ccccc1NNC(=O)C(=O)NNc1ccccc1C,15,-4,6,-4,0,-1.4,-10,3,-8
COc1ccc(OC)c(C(=O)COC(=O)c2ccc(C)o2)c1,9,4,4,9,0,1.2,22,16,-5
CCOc1ccc(N2C(=O)C3C4C=CC(CC4)C3C2=O)c([N+](=O)[O-])c1 (stereo unspecified),-4,11,-4,-2,0,1.7,-5,3,-6
Cc1[nH]c2c(C)cccc2c(=O)c1CN1CCCCCC1,15,4,5,1,12,0.3,-1,3,-5
CN(C)c1nc(NC(C)(C)C)nc(SCC(=O)Nc2ccccc2)n1,24,2,-14,4,0,-1.5,7,-5,-4
O=C(Cn1nc(-c2ccc(Cl)cc2)c2ccccc2c1=O)Nc1cccnc1,0,11,3,1,-3,0.5,9,0,6
COC(=O)c1cccc(NC(=O)CSc2nnc(C)n2C)c1,26,-4,-5,-3,7,-2.1,5,0,4
CC1Cc2cc(/C(O)=C3/C(=O)C(=O)N(CCCn4ccnc4)C3c3ccc(Br)cc3)ccc2O1 (stereo unspecified),17,7,-7,-3,4,0.3,3,-28,6
CCOC(=O)C1=C(COC(=O)c2ccc(OC)c(S(=O)(=O)N3CCOCC3)c2)NC(=O)NC1C (stereo unspecified),nt,-3,-6,nt,nt,nt,-11,nt,-13
S=c1[nH]nc(-c2cc(-c3ccccc3)n[nH]2)n1/N=C/c1cccc(Cl)c1,-42,2,7,6,-4,2.9,6,-23,38
CCCOc1ccc(C2C(C(=O)c3cc4ccccc4o3)=C(O)C(=O)N2c2cc(C)on2)cc1OC (stereo unspecified),-6,7,9,0,-5,1.3,12,-18,9

# Arranged by count of non-hydrogen atoms (rising): 3 of the compounds above
SMILES,Mdm2-MdmX inh,Gli-Sufu block,CXCR6 inh,XBP1 UPR activ,Jurkat NFkB inh,CHOP UPR activ,CCR6 antagonist,697 NFkB inh,EBI2 antag
Cc1[nH]c2c(C)cccc2c(=O)c1CN1CCCCCC1,15,4,5,1,12,0.3,-1,3,-5
Cc1ccccc1NNC(=O)C(=O)NNc1ccccc1C,15,-4,6,-4,0,-1.4,-10,3,-8
CCCOc1ccc(C2C(C(=O)c3cc4ccccc4o3)=C(O)C(=O)N2c2cc(C)on2)cc1OC (stereo unspecified),-6,7,9,0,-5,1.3,12,-18,9

# Next part:
SMILES,Mdm2-MdmX inh,Gli-Sufu block,CXCR6 inh,XBP1 UPR activ,Jurkat NFkB inh,CHOP UPR activ,CCR6 antagonist,697 NFkB inh,EBI2 antag
CCc1nn(-c2cc(Oc3cccc4ccccc34)nc(-c3ccccc3)n2)c(N)c1C#N,87*,1,0,80*,-2,57*,0,-7,2
CN(C)/C=N/C(=S)Nc1ccc(Cl)cc1Cl,-24,-60,5,1,-2,4.4,1,-36,-7
COc1ccc(Cl)cc1NC(=O)CCN1CCN(c2ccccc2C)CC1,7,6,-2,-5,25,-0.5,15,1,22
NNC(=O)C1CCN(S(=O)(=O)c2ccc(Cl)cc2)CC1,8,6,1,-4,12,-0.2,3,20,-4
CCCN(C(=O)CSc1nnnn1-c1ccccc1OC)C1CCS(=O)(=O)C1 (stereo unspecified),-22,6,7,-4,-16,2.6,0,9,6
Cc1ccc(NC(=O)CN(C)C(=O)COC(=O)C2=COCCO2)cc1,10,-10,4,1,22,2.2,0,-13,-8
COc1ccc(S(=O)(=O)c2c(O)c3ccc(C(=O)Nc4ccccc4)cc3[nH]c2=O)cc1,8,-13,-10,0,4,3.3,3,13,2
O=C(O)Cc1sc(NC2CCCCC2)nc1-c1ccc(Cl)cc1,0,-9,2,1,-10,4.6,0,-47,-2
CCOC(=O)Nc1cccc(NC(=O)c2cc(OC)cc(OC)c2)c1,-2,-4,-8,2,11,0.4,-7,17,1
O=C(c1cccc(S(=O)(=O)N2CCN(c3ccccc3)CC2)c1)N1CCCCCCC1,-9,31,-4,-4,-2,-0.1,13,9,-4
CNC(=O)c1c(C)noc1C,-10,3,1,0,2,-0.3,-9,-2,-5
CC(C)c1ccc(Nc2cnn(C34CC5CC(CC(CC(=O)O)(C5)C3)C4)c(=O)c2Cl)cc1,-7,7,-3,-3,1,0.1,-3,4,-7
O=C1CC(c2ccco2)CC(O)=C1C=NCC1NCCc2ccccc21 (stereo unspecified),10,6,1,-2,-2,-2.0,-12,-10,-6
Cc1ccc(-n2c(C)c(C)c3c(NCCN(C)C)ncnc32)cc1,25,3,8,0,-4,3.3,7,-16,13
COc1ccc2cc(CN(Cc3cccs3)Cc3nnnn3Cc3ccccc3)c(=O)[nH]c2c1,12,4,-11,-1,2,1.6,-5,17,7
CCOc1ccc(-c2nc3n(c(=O)c2C#N)CCCS3)cc1,21,34,2,4,-7,-0.3,34,8,-10
Cc1ccc(Nc2nc(N)c([N+](=O)[O-])c(NCCO)n2)cc1,19,5,8,5,1,2.6,14,-27,10
CCC(C(=O)OC)n1cnc2c(nnn2-c2cccc(Cl)c2)c1=O (stereo unspecified),30,6,8,1,9,-2.2,6,3,-6
COC(=O)c1ccc(Nc2cc(C)nc3ncnn23)cc1,-12,1,2,0,-2,0.6,9,20,-1
CCCCCN(C(=O)CCC(=O)OCC(=O)N(CC#N)c1ccccc1)c1c(N)n(CCCC)c(=O)[nH]c1=O,23,3,0,-3,12,-0.8,7,3,4

# Source: PubChem
